Source: PubChem BioAssay
POLK inh: qHTS for Inhibitors of Polymerase Kappa. actives 0.53% (n = 400,000). purified Pol kappa, fluorescent DNA synthesis assay, 10 min. Potency, µM (doses to about 107 µM), for the others: top-dose activity, negative = inhibition, hits mostly inhibitors; note: % is set by controls: 0 for no effect and ±100 for the full control effect
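Kinetic fluorescence readout at 0 and 10 min followed reaction start with substrate at 50 nM final. Beforehand, enzyme (10 nM Pol kappa) stood 15 min with compound at room temperature; buffer-only wells were negative controls.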
Pol iota inh: qHTS for Inhibitors of Polymerase Iota. DNA polymerase iota (Homo sapiens), Q9UNA4. Pol iota fluorescent replication assay, 10 min. Potency, µM (titrated, usually from 115 µM), without a hit: top-dose activity, negative = inhibition, hits mostly inhibitors. actives 1% (n = 390,000)
Target sequence (Q9UNA4 whole entry, looked up): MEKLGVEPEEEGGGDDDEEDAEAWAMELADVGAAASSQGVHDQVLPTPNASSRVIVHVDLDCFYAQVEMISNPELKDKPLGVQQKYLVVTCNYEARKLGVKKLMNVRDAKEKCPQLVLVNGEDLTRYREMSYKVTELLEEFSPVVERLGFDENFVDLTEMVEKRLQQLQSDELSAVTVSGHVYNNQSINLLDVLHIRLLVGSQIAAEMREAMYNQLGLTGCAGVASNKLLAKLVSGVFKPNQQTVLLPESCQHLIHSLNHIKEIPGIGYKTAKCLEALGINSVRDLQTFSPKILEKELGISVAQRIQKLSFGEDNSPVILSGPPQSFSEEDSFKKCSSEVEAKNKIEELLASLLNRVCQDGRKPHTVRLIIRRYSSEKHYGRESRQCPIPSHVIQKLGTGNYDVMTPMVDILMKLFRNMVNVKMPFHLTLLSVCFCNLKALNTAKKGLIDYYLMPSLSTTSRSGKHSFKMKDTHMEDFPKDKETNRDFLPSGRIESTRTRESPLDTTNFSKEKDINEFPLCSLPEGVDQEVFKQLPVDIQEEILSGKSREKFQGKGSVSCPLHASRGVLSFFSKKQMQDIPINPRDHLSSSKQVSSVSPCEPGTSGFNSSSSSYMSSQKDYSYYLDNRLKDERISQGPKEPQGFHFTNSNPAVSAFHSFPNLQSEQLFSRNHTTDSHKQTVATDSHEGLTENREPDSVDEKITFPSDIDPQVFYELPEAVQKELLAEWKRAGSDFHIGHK
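Fluorescent replication assay read twice, at 0 min and 10 min after adding 50 nM (final) substrate. Enzyme (10 nM) and compounds were first incubated 15 min at room temperature; enzyme-free buffer wells were negative controls.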
Apoferritin bind: qHTS Assay for Identification of Novel General Anesthetics; apoferritin/1-aminoanthracene competitive binding, fluorescence; Ferritin light chain (Equus caballus), P02791; actives 0.074% (n = 350,000); Potency, µM (doses to about 77.5 µM), for the others: at the highest dose activity change, negative = displacement, hits mostly inhibitors; note: % is set by controls: 0 for no effect and ±100 for the full control effect; nearly all actives have a fitted effect of over 20% in size
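10 uM apoferritin + 50% sat. 1-AMA, PBS; cpd 10 min RT; Ex380/Em535 endpoint; normalized to free probe vs complex; 4-param Hill fit; propofol titration as pos. ctrl.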
G9a inh: qHTS Assay for Inhibitors of Histone Lysine Methyltransferase G9a; actives 8.8% (n = 350,000); Histone-lysine N-methyltransferase EHMT2 (Homo sapiens), Q96KQ7; Potency, µM (titrated, usually from 102 µM), for the others: at the top dose activity, negative = inhibition, most hits filed as inhibitors; G9a H3K9 monomethylation, AlphaScreen, 2 h; AID 504332, 2011; note: % is set by controls: 0 for no effect and ±100 for the full control effect; nearly all actives have a fitted effect of over 75% in size
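Methyltransferase reactions run at room temperature for 2 h (20 nM enzyme, 500 nM biotin-H3K9 peptide, 20 uM SAM) after a 15 min compound preincubation; product detected by AlphaScreen beads and anti-H3K9me1 antibody.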
APE1 inh: qHTS Assay for Inhibitors of the Human Apurinic/apyrimidinic Endonuclease 1 (APE1). DNA repair nuclease/redox regulator APEX1 (Homo sapiens), P27695. recombinant APE1, TAMRA/BHQ-2 abasic DNA cleavage fluorescence. Potency, µM (doses to about 65.8 µM), for the others: at the highest dose activity change, negative = inhibition, usual class: inhibitors. actives 0.35% (n = 350,000);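 note: plate controls were vehicle for no effect and reference inhibitor for full effect; nearly all actives have a fitted effect of over 55% in size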
Target sequence (P27695 whole entry, looked up): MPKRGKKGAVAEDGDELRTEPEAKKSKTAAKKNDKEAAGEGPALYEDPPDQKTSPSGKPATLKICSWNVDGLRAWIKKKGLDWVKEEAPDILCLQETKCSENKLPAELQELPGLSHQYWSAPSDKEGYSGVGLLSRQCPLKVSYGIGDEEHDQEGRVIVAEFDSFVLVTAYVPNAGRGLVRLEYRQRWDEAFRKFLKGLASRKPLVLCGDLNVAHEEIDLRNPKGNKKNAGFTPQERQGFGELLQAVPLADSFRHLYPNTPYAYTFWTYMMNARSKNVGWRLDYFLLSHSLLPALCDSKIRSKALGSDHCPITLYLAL
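Measures dequenching upon AP-site incision of a 5'-TAMRA/3'-BHQ-2 THF-containing duplex, 50 nM; human APE1 0.75 nM after 15 min room-temperature exposure to compound; kinetic three-point read at one-minute spacing.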
Pol beta inh: qHTS Assay for Inhibitors of DNA Polymerase Beta | P06746 | Pol beta primer extension/strand displacement, fluorescence kinetic | Potency, µM (titrated, usually from 114 µM), inactives show at the top dose activity change, negative = inhibition, hits mostly inhibitors | actives 1.3% (n = 340,000); note: % is set by controls: 0 for no effect and ±100 for the full control effect
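Enzyme-only controls used 10 nM Pol beta; buffer lacking enzyme served as negative control. Compound preincubated 15 min, then 50 nM substrate added; 0 and 10 min reads at room temperature.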
BLM inh: qHTS Assay for Inhibitors of Bloom's syndrome helicase (BLM); RecQ-like DNA helicase BLM (Homo sapiens), P54132; recombinant BLM DNA unwinding, fluorescence dequenching; Potency, µM (titrated, usually from 56.1 µM), for the others: top-dose activity change, negative = inhibition, most hits filed as inhibitors; actives 0.2% (n = 350,000); AID 2528, 2010;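 note: plate controls were vehicle for no effect and no enzyme for full effect; nearly all actives have a fitted effect of over 35% in size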
POLH inh: qHTS for Inhibitors of Polymerase Eta. DNA polymerase eta (Homo sapiens), Q9Y253. recombinant Pol eta, fluorescent DNA replication assay. Potency, µM (top dose mostly 114 µM), for the others: at the top dose activity change, negative = inhibition, most hits filed as inhibitors. actives 1.2% (n = 390,000). AID 588591, 2011; note: % is set by controls: 0 for no effect and ±100 for the full control effect
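Pol eta (10 nM) was preincubated with compounds for 15 min at room temperature, after which fluorescent replication substrate (50 nM final) was added to start the reaction. Fluorescence was read kinetically at 0 and 10 min.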
BAZ2B block: qHTS Assay for Inhibitors of BAZ2B; Bromodomain adjacent to zinc finger domain protein 2B (Homo sapiens), Q9UIF8; AID 504333, 2011; AlphaScreen BAZ2B-H3K14Ac peptide displacement; actives 4.4% (n = 360,000); Potency, µM (doses to about 114 µM), for inactives: at the highest dose activity change, negative = inhibition, actives largely listed as inhibitors; note: % is set by controls: 0 for no effect and ±100 for the full control effect; nearly all actives have a fitted effect of over 60% in size
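Complex of BAZ2B and biotin-H3K14Ac (50 nM apiece) forms over 30 min at RT, then faces library compounds up to 110 uM for another 30 min; AlphaScreen beads added, 20 min dark incubation, luminescence read.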
* marks the source's active call; other numbers are inactive results; u = inconclusive; x = not tested or not shown; & = joins results of further samples; [ ] = dose if it differs, or a comment. Calls come from the whole dose curve; as a rule, active = well fitted curve in the direction sought with a large enough effect; inconclusive = small, poorly fitted or top-dose-only effect, or another doubt; inactive = no such curve, though single readings can be large; an effect the other way counts as inactive or inconclusive. Potency is the fitted concentration of half-maximal effect. A portion of the library. The share of hits here may be higher or lower than overall.

SMILES	POLK inh	Pol iota inh	Apoferritin bind	G9a inh	APE1 inh	Pol beta inh	BLM inh	POLH inh	BAZ2B block
CC(=O)N1CCc2cc(Br)cc(S(=O)(=O)CCC(=O)N3CCN(c4ccccc4)CC3)c21	-1.0%	-4.9%	-5.8%	6.6%[59 µM]	x	24.3%	2.3%	-4.2%	0.8%
Cc1ccc(S(=O)(=O)N2CCC(=O)N([C@H](COCc3cccc(C)c3)Cc3ccccc3)CC2)cc1	-5.5%[60.1 µM]	x	82.7%[activator]	14.5%[59 µM]	0.3%[50.4 µM]	x	-11.2%	x	x
COCC(=O)N1CCC2(CC1)CCN(C(=O)Nc1cccc(C#N)c1)CC2	4.7%[60.1 µM]	x	x	47.8%[12.7 µM]	u	x	-0.8%	x	x
C=CCn1c2ccccc2c(=O)c2cc(C#Cc3ccccn3)ccc21	-0.4%	u	x	10.0%[0.501 µM]	-17.0%	x	x	5.4%	5.3%
CCC(=O)C1CCCN(C(=O)c2ccc(OC)c(OC3CCN(C(C)=O)CC3)c2)C1 (centres undefined)	1.8%	49.3%[activator]	-3.2%	22.3%	10.8%	1.6%	0.2%	-6.5%	-4.8%
O=C(N/N=C/c1ccc(C(F)(F)F)cc1)c1ccc(O)cc1	3.7%	2.7%	4.0%	10.4%	-5.9%	-25.6%	-0.5%	-12.8%	-7.0%
CC(=O)Nc1cccc(Oc2ncnc3scc(-c4ccc(C)cc4)c23)c1	-14.5%[60.1 µM]	-11.9%	0.0%	2.0%[59 µM]	7.7%	15.3%	0.0%	-11.6%	u
CN1c2ccccc2C(C)(C)C12CC(c1cccc(S(=O)(=O)N3CCCC3)c1)=NO2 (centres undefined)	-11.3%	7.9%	-13.1%	-10.5%[59 µM]	19.1%	-0.3%	-2.3%	-19.1%	-1.3%
O=C(CN1CCN(Cc2ccc3c(c2)OCO3)CC1)Nc1ccc(N2CCOCC2)cc1	0.8%	150.6%[activator]	2.5%	3.1%	-2.0%	5.5%	-6.0%	-23.6%	-9.2%
N#CC[C@H](Cc1ccccc1)N1CCN(Cc2ccccc2)CCC1=O	3.0%&19.7%	19.0%&44.7%	-4.7%	x	-5.4%	62.1%	-0.5%	-9.7%	-2.1%
Cc1cc(O)c(C(=O)/C=C/c2ccccc2Br)c(=O)o1	-37.9%	u	u	x	-9.6%	-8.3%	-17.5%	-26.1%	10.6%
CCCS(=O)(=O)NCCc1csc2nc(-c3ccc(OC)cc3)nn12	2.9%[60.1 µM]	6.1%	-17.8%	9.0%[59 µM]	x	11.3%	-0.6%	-19.5%	0.0%
CC(=O)c1ccccc1NC(=O)CCN1C(=O)C2CCCCC2C1=O (centres undefined)	-12.4%	93.7%[activator]	x	x	-8.1%	x	x	-12.9%	x
COc1cccc(CSc2nnc(CSc3nc4nc(C)cc(C)n4n3)s2)c1	-5.7%	-10.3%	u	-4.5%[12.7 µM]	-5.1%	-5.6%	-9.7%	-6.3%	-4.1%
CCCCCNC(=O)C1CCC(Cn2c(=O)c3sccc3n(CC(=O)NCc3cccc(OC)c3OC)c2=O)CC1 (centres undefined)	-2.8%	8.1%	-3.8%	-22.6%[59 µM]	x	16.6%	1.1%	2.4%	1.6%
CCn1ccc2cc(S(=O)(=O)N3CCC(C(=O)NCC(C)c4ccccc4)CC3)ccc21 (centres undefined)	-1.9%[60.1 µM]	1.2%	43.6%[activator]	-1.2%[59 µM]	x	-2.0%	-1.8%	-18.7%	4.1%
COC(=O)/C=C1\SC(=NC(=O)c2cccc(Cl)c2)NC1=O	-13.3%	127.6%[activator]	-21.9%	3.5%[0.0925 µM]	18.7%	5.3%	-6.7%	7.3%	u
COc1cc2cc(C(=O)N(C)Cc3ccccc3)[nH]c2cc1OC	13.0%	5.6%	-2.6%	14.0%	32.4%	10.5%	-2.5%	9.2%	1.3%
Cc1ccc(C)c(N/C(N)=N/c2nc(C)cc(C)n2)c1	2.9%	21.9%	-11.9%	29.0%[0.501 µM]	-3.5%	42.3%[activator]	83.0%[activator]	-10.8%	-33.0%
CN(c1ccc(C(=O)N2CCCCC2)cc1)S(=O)(=O)c1ccccc1	-4.1%	-14.4%[58.9 µM]	-3.0%	-0.9%[59 µM]	-1.3%	19.4%	-3.0%	-5.1%	3.2%
COc1cc(C(C[N+](=O)[O-])c2c(C)[nH]c3ccccc23)ccc1O (centres undefined)	-4.2%	52.6%[activator]	-5.7%	u	-2.7%	3.5%	-8.4%	-12.0%	39.8µM*
c1ccc(CN2CCN(C(c3ccccc3)c3nnnn3Cc3ccccc3)CC2)cc1 (centres undefined)	-16.0%	44.2%[activator]	-2.1%	2.4%[59 µM]	-3.3%	-0.8%	-3.4%	-3.0%	-5.7%
O=C(CSc1nc2ccccc2[nH]1)N1CCN(S(=O)(=O)c2ccc(Cl)cc2)CC1	-4.4%	12.6%	-4.2%	35.5µM*	17.7%	0.2%	-6.4%	-22.6%	0.6%
Cc1cc(C)nc(SCC(=O)NC2CCCC2)n1	-7.9%	77.4%[activator]	-1.8%	2.7%	3.0%	11.4%	-2.9%	-15.4%	-1.8%
CCOc1cc(Br)c(C(=O)O)cc1OC	1.2%	-26.6%	-17.4%	15.4%[12.7 µM]	12.2%	0.9%	-1.9%	-7.9%	7.5%

Overlap with the part before: six compounds, followed by the next part.
SMILES	POLK inh	Pol iota inh	Apoferritin bind	G9a inh	APE1 inh	Pol beta inh	BLM inh	POLH inh	BAZ2B block
CN(c1ccc(C(=O)N2CCCCC2)cc1)S(=O)(=O)c1ccccc1	-4.1%	-14.4%[58.9 µM]	-3.0%	-0.9%[59 µM]	-1.3%	19.4%	-3.0%	-5.1%	3.2%
COc1cc(C(C[N+](=O)[O-])c2c(C)[nH]c3ccccc23)ccc1O (centres undefined)	-4.2%	52.6%[activator]	-5.7%	u	-2.7%	3.5%	-8.4%	-12.0%	39.8µM*
c1ccc(CN2CCN(C(c3ccccc3)c3nnnn3Cc3ccccc3)CC2)cc1 (centres undefined)	-16.0%	44.2%[activator]	-2.1%	2.4%[59 µM]	-3.3%	-0.8%	-3.4%	-3.0%	-5.7%
O=C(CSc1nc2ccccc2[nH]1)N1CCN(S(=O)(=O)c2ccc(Cl)cc2)CC1	-4.4%	12.6%	-4.2%	35.5µM*	17.7%	0.2%	-6.4%	-22.6%	0.6%
Cc1cc(C)nc(SCC(=O)NC2CCCC2)n1	-7.9%	77.4%[activator]	-1.8%	2.7%	3.0%	11.4%	-2.9%	-15.4%	-1.8%
CCOc1cc(Br)c(C(=O)O)cc1OC	1.2%	-26.6%	-17.4%	15.4%[12.7 µM]	12.2%	0.9%	-1.9%	-7.9%	7.5%
Cc1csc(=O)n1CC(=O)OCC(=O)c1c(N)n(CC(C)C)c(=O)n(C)c1=O	2.2%	8.6%	x	u	-8.2%	x	x	-20.8%	-1.3%
CCCN1CCC(NC(=O)C2CC=CCC2C(=O)O)CC1 (centres undefined)	1.3%	29.7%	-5.3%	13.5%	42.3%[activator]	6.7%	1.8%	-18.6%	-2.7%
Cc1ccc(C(=O)Nc2ccccc2N2CCCC2)s1	6.5%	89.9%[activator]	x	u	14.6%	x	x	-3.2%	u
Cc1cc(C(=O)COC(=O)c2nc3nccc(C)n3n2)c(C)n1CC1CCCO1 (centres undefined)	-3.9%	0.5%	-16.0%	-61.8%	-0.5%	-18.1%	-3.9%	-17.6%	x
COCc1cc(C)nc2sc(C(=O)Nc3ccc(C(=O)OC)cc3)c(N)c12	8.1%	40.9%[activator]	-9.8%	18.3%	-0.6%	-3.7%	-12.6%	-17.9%	-2.4%
Cc1cccc(NC(=O)c2cc3n(n2)C(C(F)(F)F)CC(C2CC2)N3)c1C (centres undefined)	-2.1%	9.0%	3.4%	0.5%[59 µM]	5.2%	4.3%	-3.6%	-14.8%	-3.5%
COC(=O)Cn1c(=NC(=O)c2cc(OC)cc(OC)c2)sc2cc(OC)ccc21	-4.8%	7.2%	6.3%	13.1%	2.3%	-0.1%	-9.5%	u	8.3%
CCOc1cc2[nH]c(=O)n(CCCCC(=O)N3CCN(c4ccccc4)CC3)c(=O)c2cc1OCC	-5.9%[60.1 µM]	7.2%	-8.4%	-1.4%[59 µM]	x	-0.7%	-0.3%	-9.7%	1.9%
O=C(CSc1nncn1-c1ccccc1F)NC1CCCCC1	-2.7%	39.6%[activator]	x	5.5%[59 µM]	52.1%[activator]	x	x	-11.1%	5.7%
CCOc1cccc(CC(=O)N2CCc3c([nH]c4ccccc34)C2c2ccc(OC)cc2)c1OCC (centres undefined)	-6.4%[60.1 µM]	1.0%	26.5%	u	x	-16.3%	-11.2%	-21.0%	-24.8%
COC(=O)c1sccc1NC(=S)N1C(C)CCCC1C (centres undefined)	6.3%	7.6%	-5.0%	10µM*	-0.2%	-1.4%	-1.7%	-8.3%	8.4%
Cc1ccccc1NC(=S)NCCc1ccc(S(N)(=O)=O)cc1	-11.7%	5.9%	28.8%	1.9%[59 µM]	9.3%	10.2%	3.4%	-19.8%	-1.7%
CCOc1ccc(N(CC(=O)Nc2ccc(OC)cc2)S(=O)(=O)c2c(C)noc2C)cc1	-16.3%	7.5%	-7.4%	-2.6%	u	3.7%	2.4%	-10.5%	3.5%
CC(=O)c1ccc2noc(-c3ccc(F)cc3)c2c1	-7.9%	91.1%[activator]	8.7%	-39.9%	u	21.0%	-2.4%	-14.0%	-5.6%
O=C(CSc1nnc(CNC(=O)c2cccs2)o1)NCCc1ccccc1	-3.6%	16.1%	4.4%	-3.9%[59 µM]	-2.7%	13.7%	-14.7%	14.2%	5.2%
